GAA inhib = qHTS Assay for Inhibitors of Human alpha-Glucosidase as a Potential Chaperone Treatment of Pompe Disease; purified human GAA, 4-MU-alpha-glucoside fluorescence; Potency, µM (highest dose often 76.9 µM), inactives show at the highest dose activity change, negative = inhibition, most hits filed as inhibitors; actives 0.005% (n = 200,000);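 further: plate controls were uninhibited enzyme wells for no effect and no-enzyme background for full effect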
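Human enzyme at 4 nM with 400 uM 4-methylumbelliferyl-alpha-D-pyranoside, citrate/phosphate buffer pH 5.0, 0.005% Tween-20, 20 min at room temperature. Compounds up to 77 uM. 4-MU fluorescence (Ex 365/Em 440) read after NaOH/glycine stop; AC50 from Hill fit.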
RGS12 GoLoco inh = qHTS Assay for Inhibitors of RGS12 GoLoco Motif Activity (Red Fluorophore) | Potency, µM (doses to about 61.6 µM), for inactives: at the highest dose activity, negative = inhibition, usual class: inhibitors | actives 0.44% (n = 230,000) | Guanine nucleotide-binding protein G(i) subunit alpha-1 (Homo sapiens), P63096 | Gai1:RGS12 GoLoco peptide FP, rhodamine, 10 min | AID 880, 2007; active means well fitted inhibition curve with a large enough effect, not every such curve was filed as active; inactive means no such curve, though single readings can be large or run the other way; further: nearly all actives have a fitted effect of over 30% in size; many of its hits are not listed in these tables
TR SRC2 fluor cs = Total Fluorescence Counterscreen for Inhibitors of the Interaction of Thyroid Hormone Receptor and Steroid Receptor Coregulator 2 | TRb/SRC2 Texas Red total fluorescence interference | Potency, µM (doses to about 106 µM), for the others: top-dose fluorescence change, negative = quenching | actives 0.29% (n = 280,000); active means well fitted curve in either direction with a large enough effect; inconclusive means small, poorly fitted or top-dose-only effect
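Human TRb ligand-binding domain at 0.6 uM with 20 nM Texas Red SRC2 peptide in Tris buffer containing 1 uM T3 and 5% DMSO, incubated with compound 5 h at ambient temperature. Total fluorescence (555/632 nm) calculated as parallel + 2 × perpendicular.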
L3MBTL1 inh = qHTS Assay for the Inhibitors of L3MBTL1. AlphaScreen L3MBTL1–H3K9me1 peptide binding. Potency, µM (top dose mostly 57.1 µM), for inactives: top-dose activity, negative = inhibition, actives largely listed as inhibitors. Lethal(3)malignant brain tumor-like protein 1 (Homo sapiens), Q9Y468. actives 0.66% (n = 230,000); further: nearly all actives have a fitted effect of over 60% in size
Target sequence (Q9Y468 whole entry, looked up): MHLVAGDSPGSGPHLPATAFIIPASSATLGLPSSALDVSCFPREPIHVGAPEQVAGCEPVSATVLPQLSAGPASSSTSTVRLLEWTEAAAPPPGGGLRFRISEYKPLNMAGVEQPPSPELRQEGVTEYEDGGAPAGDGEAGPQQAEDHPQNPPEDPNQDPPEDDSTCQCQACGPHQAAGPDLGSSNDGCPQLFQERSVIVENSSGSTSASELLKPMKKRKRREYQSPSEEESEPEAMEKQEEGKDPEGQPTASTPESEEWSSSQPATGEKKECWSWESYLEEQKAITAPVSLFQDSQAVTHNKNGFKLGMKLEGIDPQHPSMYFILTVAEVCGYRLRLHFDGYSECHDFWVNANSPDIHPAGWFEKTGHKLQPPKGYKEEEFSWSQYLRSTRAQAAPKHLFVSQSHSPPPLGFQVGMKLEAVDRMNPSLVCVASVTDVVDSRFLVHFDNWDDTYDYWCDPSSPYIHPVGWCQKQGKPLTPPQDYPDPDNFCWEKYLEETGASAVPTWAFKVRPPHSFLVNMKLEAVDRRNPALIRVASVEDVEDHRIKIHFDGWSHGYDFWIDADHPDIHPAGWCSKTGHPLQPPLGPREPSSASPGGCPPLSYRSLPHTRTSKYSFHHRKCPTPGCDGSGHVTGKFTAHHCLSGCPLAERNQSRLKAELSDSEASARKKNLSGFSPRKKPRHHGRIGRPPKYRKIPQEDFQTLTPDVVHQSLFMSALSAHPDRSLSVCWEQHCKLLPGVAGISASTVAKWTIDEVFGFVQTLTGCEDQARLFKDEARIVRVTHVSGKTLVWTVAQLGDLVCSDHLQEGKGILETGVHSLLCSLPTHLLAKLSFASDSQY
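First, the protein-peptide complex forms for 30 min at room temperature (L3MBTL1 50 nM, biotinylated H3K9me1 peptide 75 nM). Next, compounds are pin-transferred and incubated 30 min. Finally, AlphaScreen beads are added and read after 30 min.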
TRb-SRC2 inh = qHTS for Inhibitors of the Interaction of Thyroid Hormone Receptor and Steroid Receptor Coregulator 2; Thyroid hormone receptor beta (Homo sapiens), P10828; TRbeta-SRC2 peptide binding, fluorescence polarization; receptor liganded with 1 µM T3; Potency, µM (top dose mostly 106 µM), for the others: at the top dose activity change, negative = inhibition, actives largely listed as inhibitors; actives 0.065% (n = 280,000); AID 1469, 2008;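 further: plate controls were bound peptide for no effect and peptide without receptor for full effect; nearly all actives have a fitted effect of over 50% in size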
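Each compound concentration gave % activity, normalized to unbound and bound Texas Red SRC2 controls, from polarization read after 5 hr ambient incubation with T3-loaded human TRb LBD.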
RECQ1 inh = qHTS Assay for Inhibitors of RecQ-Like Dna Helicase 1 (RECQ1). ATP-dependent DNA helicase Q1 (Homo sapiens), P46063. Potency, µM (top dose mostly 57.3 µM), for the others: top-dose activity, negative = inhibition, most hits filed as inhibitors. actives 0.54% (n = 240,000). RECQ1 DNA unwinding, red fluorescence kinetic read;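 further: plate controls were vehicle for no effect and no enzyme for full effect; nearly all actives have a fitted effect of over 30% in size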
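RECQ1T1 50 nM; forked duplex (20 bp + 30-nt ss tails) 200 nM, ATP 2 mM final; pH 8.0, 2 mM MgCl2, 2.5 ug/ml poly(dI-dC); 15 min compound preincubation; discontinuous kinetic read over 2 h at RT.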
GAA spleen mod = qHTS Assay for Inhibitors and Activators of Human alpha-Glucosidase From Spleen Homogenate; Lysosomal alpha-glucosidase (Homo sapiens), P10253; Potency, µM (top dose mostly 79.9 µM), for inactives: top-dose activity change, negative = inhibition, actives largely listed as inhibitors; human spleen homogenate, 4-MU-alpha-glucoside fluorescence; actives 0.006% (n = 240,000);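 further: 0% = enzyme with vehicle and -100% = no enzyme basal signal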
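Enzyme source: human spleen homogenate, 1 ug/well. Buffer 50 mM citric acid/K phosphate pH 5.0, 0.01% Tween-20. 4-MU-alpha-glucoside 1 mM; 37 C x 40 min; NaOH/glycine stop; fluorescence.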
GAA glycogen mod = qHTS Assay for Inhibitors and Activators of Human alpha-Glucosidase Cleavage of Glycogen; Lysosomal alpha-glucosidase (Homo sapiens), P10253; recombinant GAA, glycogen substrate, Amplex Red glucose oxidase fluorescence; Potency, µM (series often up to 76.4 µM), for the others: at the top dose activity change, negative = inhibition, hits mostly inhibitors; actives 0.38% (n = 300,000); AID 2100, 2009;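 further: 0% = full enzyme reaction and -100% = no-enzyme basal signal; the screen sought inhibitors and activators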
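Recombinant enzyme (4 nM final) with compounds titrated up to 77 uM and bovine liver glycogen (30 ug) in citrate pH 5.0, 0.01% Tween-20, 37 C 40 min. Released glucose detected by Amplex Red/glucose oxidase (Ex 573/Em 610); AC50 from Hill fits.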
Numbers without * were called inactive; [ ] = another dose, or the depositor's remark. Unless noted, the call rests on the fitted dose curve; in most records, active means well fitted curve in the direction sought with a large enough effect; inconclusive means small, poorly fitted or top-dose-only effect, or another doubt; inactive means no such curve, though single readings can be large; an effect the other way counts as inactive or inconclusive. Unless noted, on the % scale 0 is the no-effect control and ±100 the full control effect; potency means the concentration at half of the fitted maximal effect. Some of the compounds tested, so the mix of outcomes need not match the whole.

`COc1ccc(C(=O)N2CCc3c([nH]c4ccccc34)C2C(F)(F)F)cc1` (centres undefined) gave GAA inhib -2.4%, RGS12 GoLoco inh -10.1%, TR SRC2 fluor cs -0.4%, L3MBTL1 inh -13.3%, TRb-SRC2 inh 6.2%, RECQ1 inh inactive, GAA spleen mod -2.5% and GAA glycogen mod -2.7%.
COC(=O)c1sc2nc(C)cc(-c3ccccc3)c2c1N was read as GAA inhib -2.4%, RGS12 GoLoco inh -2.5%, TR SRC2 fluor cs -1.2%, L3MBTL1 inh 99.2%[activator], TRb-SRC2 inh 4.1%, RECQ1 inh -9.8%, GAA spleen mod 1.6% and GAA glycogen mod -5.6%.
CCOP(=O)(c1c(F)c(F)c(F)c(F)c1F)C1(O)CCCCC1 (centres undefined) was read as GAA inhib -14.3%, RGS12 GoLoco inh -8.6%, TR SRC2 fluor cs 3.6%, TRb-SRC2 inh -0.2%, RECQ1 inh -9.4%, GAA spleen mod -13.5% and GAA glycogen mod -13.9%.
CSc1ccc(CN2CCN(C3CCCC3)C(CCO)C2)cc1 (centres undefined) was read as GAA inhib -3.3%, RGS12 GoLoco inh -10.9%, TR SRC2 fluor cs -1.7%, L3MBTL1 inh -5.9%, TRb-SRC2 inh 2.6%, RECQ1 inh -2.3%, GAA spleen mod -12.4% and GAA glycogen mod 16.0%.
`COCCN(C(=S)Nc1c(C)cccc1C)C(C)c1ccco1` (centres undefined) gave RGS12 GoLoco inh -0.9%, TR SRC2 fluor cs -3.1%, TRb-SRC2 inh 9.8%, RECQ1 inh inactive, GAA spleen mod -0.4% and GAA glycogen mod -3.2%.
Cc1ccc(-c2nnc(-n3nc(C)cc3C)c3ccccc23)cc1 was read as GAA inhib 3.4%, RGS12 GoLoco inh -3.5%, TR SRC2 fluor cs 2.1%, L3MBTL1 inh 8.8%, TRb-SRC2 inh -10.5%, RECQ1 inh -8.7%, GAA spleen mod -0.5% and GAA glycogen mod 0.8%.
Screening Cc1noc(/C=C/N(C)C)c1S(=O)(=O)N1CCCC(C(=O)NC2CCCCC2)C1 (centres undefined) returned GAA inhib 4.6%, RGS12 GoLoco inh 5.2%, TR SRC2 fluor cs 0.1%, L3MBTL1 inh inconclusive, TRb-SRC2 inh -1.2%, RECQ1 inh -9.4%, GAA spleen mod -1.9% and GAA glycogen mod -8.0%.
For CCOC(=O)CCSc1nc(-c2ccc3c(c2)OCO3)cc(C(F)(F)F)c1C#N the results were GAA inhib inconclusive, RGS12 GoLoco inh 14.8%, TR SRC2 fluor cs -10.2%, L3MBTL1 inh 39.0%[activator], TRb-SRC2 inh -2.3%, RECQ1 inh -4.2%, GAA spleen mod -1.4% and GAA glycogen mod inconclusive.
`c1ccc2c(c1)nnn2-c1ncnc2sccc12` gave GAA inhib 1.0%, RGS12 GoLoco inh 11.9%, TR SRC2 fluor cs -2.9%, L3MBTL1 inh 15.2%, TRb-SRC2 inh 0.2%, RECQ1 inh 1.4%, GAA spleen mod -1.3% and GAA glycogen mod 2.5%.
`C=CCNC(=S)N/N=C(\C)c1cccnc1` gave GAA inhib -0.6%, RGS12 GoLoco inh 14.2%, TR SRC2 fluor cs -1.0%, L3MBTL1 inh -4.3%[2.29 µM], TRb-SRC2 inh -2.3%, RECQ1 inh inactive, GAA spleen mod -5.7% and GAA glycogen mod 6.2%.
`CS(=O)(=O)N(CC(=O)N1CCCC1)Cc1ccccc1` gave GAA inhib -7.4%, RGS12 GoLoco inh 1.7%, TR SRC2 fluor cs 7.2%, L3MBTL1 inh 0.3%, TRb-SRC2 inh 1.0%, RECQ1 inh 26.6%, GAA spleen mod -3.5% and GAA glycogen mod 0.6%.
`C#CCC(C(=O)OC)(C(=O)OC)C(C[N+](=O)[O-])c1ccccc1` (centres undefined) gave TR SRC2 fluor cs -1.7%[11.2 µM], TRb-SRC2 inh 1.7%[11.2 µM], RECQ1 inh 13.7%[11.5 µM] and GAA spleen mod -0.5%[17.4 µM].
Cc1cc(/C=C(\C#N)C(=O)OCC(=O)Nc2ccc(OC(F)F)cc2)c(C)n1CC(C)C was read as GAA inhib 1.3%, RGS12 GoLoco inh 71.8%[activator], TR SRC2 fluor cs 0.4%, L3MBTL1 inh -6.8%, TRb-SRC2 inh -2.5%, RECQ1 inh 5.1%, GAA spleen mod 0.1% and GAA glycogen mod -9.5%.
`COc1cc(CN(CCc2c(C)[nH]c3ccc(C)cc23)C(=S)NC(C)(C)C)cc(OC)c1OC` gave GAA inhib -0.3%, RGS12 GoLoco inh 7.9%, TR SRC2 fluor cs 0.4%, L3MBTL1 inh -0.1%, TRb-SRC2 inh -1.2%, RECQ1 inh inactive, GAA spleen mod -9.8% and GAA glycogen mod 6.0%.
Screening OCCN(Cc1ccccc1)Cc1ccc(Cl)cc1 returned GAA inhib -5.1%, RGS12 GoLoco inh 6.9%, TR SRC2 fluor cs -5.5%, TRb-SRC2 inh 1.5%, RECQ1 inh -0.6%, GAA spleen mod -11.5% and GAA glycogen mod 7.3%.
CSCC[C@H](NC(=O)[C@H](CCC(N)=O)NC(=O)[C@H](CCCCN)NC(=O)[C@H](CCCNC(=N)N)NC(=O)[C@H](Cc1ccc(O)cc1)NC(=O)[C@H](CCCNC(=N)N)NC(=O)[C@H](CO)NC(=O)[C@H](Cc1ccc(O)cc1)NC(=O)[C@H](CO)NC(=O)[C@H](CC(=O)O)NC(=O)[C@@H](NC(=O)[C@@H](N)Cc1ccccc1)[C@@H](C)O)C(=O)N[C@@H](C)C(=O)N[C@H](C(=O)N[C@@H](CCCCN)C(=O)N[C@@H](CCCCN)C(=O)N[C@@H](Cc1ccc(O)cc1)C(=O)N[C@@H](CC(C)C)C(=O)N[C@@H](C)C(=O)N[C@@H](C)C(=O)N[C@H](C(=O)N[C@@H](CC(C)C)C(=O)NCC(=O)N[C@@H](CCCCN)C(=O)N[C@@H](CCCNC(=N)N)C(=O)N[C@@H](Cc1ccc(O)cc1)C(=O)N[C@@H](CCCCN)C(=O)N[C@@H](CCC(N)=O)C(=O)N[C@@H](CCCNC(=N)N)C(=O)N[C@H](C(=O)N[C@@H](CCCCN)C(=O)N[C@@H](CC(N)=O)C(=O)N[C@@H](CCCCN)C(N)=O)C(C)C)C(C)C)C(C)C was read as TR SRC2 fluor cs -1.2%, TRb-SRC2 inh 5.8%, RECQ1 inh -26.1% and GAA spleen mod 2.3%.
Screening Cc1cc([N+](=O)[O-])nn1CC(=O)N1CCN(Cc2ccccc2)CC1 returned GAA inhib -5.5%, RGS12 GoLoco inh 11.3%, TR SRC2 fluor cs -2.0%, L3MBTL1 inh 5.2%, TRb-SRC2 inh -1.8%, RECQ1 inh -11.3% and GAA glycogen mod 5.8%.
CCOC(=O)c1sc(NC(=O)COC(=O)CNC(=O)C2CCCCC2)c(C(=O)OCC)c1C was read as GAA inhib 2.4%, RGS12 GoLoco inh 11.3%, TR SRC2 fluor cs 0.1%, L3MBTL1 inh 6.5%, TRb-SRC2 inh 0.1%, RECQ1 inh inactive, GAA spleen mod -0.8% and GAA glycogen mod 2.4%.
O=C(COC(=O)c1cc2ccccc2oc1=O)Nc1cccc(S(=O)(=O)N2CCCCCC2)c1 was read as GAA inhib -1.1%, RGS12 GoLoco inh 4.5%, TR SRC2 fluor cs 4.2%, L3MBTL1 inh -4.1%, TRb-SRC2 inh -1.3%, RECQ1 inh -9.8%, GAA spleen mod 1.0% and GAA glycogen mod 1.1%.
`O=C(NNC(=O)C1CCCCC1)c1ccco1` gave GAA inhib 3.5%, RGS12 GoLoco inh 3.8%, TR SRC2 fluor cs 2.5%, TRb-SRC2 inh -1.2%, RECQ1 inh -18.2%, GAA spleen mod -3.1% and GAA glycogen mod -10.0%.
Screening Cn1c(C(=O)NC2CCCC2)cc2c(=O)n(C)c3ccccc3c21 returned GAA inhib -4.8%[15.4 µM], RGS12 GoLoco inh 23.2%, TR SRC2 fluor cs -2.6%, L3MBTL1 inh 0.1%, TRb-SRC2 inh -1.0%, RECQ1 inh -3.1%, GAA spleen mod 1.3% and GAA glycogen mod 4.5%.
Screening O=C(O)CNC(=S)N(Cc1ccco1)Cc1ccccc1Cl returned GAA inhib -5.3%, RGS12 GoLoco inh -4.2%, TR SRC2 fluor cs -21.0%, L3MBTL1 inh -9.8%, TRb-SRC2 inh -4.6%, RECQ1 inh -6.5%, GAA spleen mod 5.5% and GAA glycogen mod 8.2%.
For O=C(NCC1CCCO1)C1c2ccccc2C(=O)N1Cc1ccc2c(c1)OCO2 (centres undefined) the results were GAA inhib -9.7%, RGS12 GoLoco inh -14.1%, TR SRC2 fluor cs 1.1%, L3MBTL1 inh -1.3%, TRb-SRC2 inh -3.5%, RECQ1 inh inactive, GAA spleen mod -0.7% and GAA glycogen mod -7.7%.
Screening O=C1CC(N(Cc2ccco2)C(=O)Nc2ccc(F)cc2)C(=O)N1c1ccc(F)cc1 (centres undefined) returned GAA inhib -0.8%, RGS12 GoLoco inh 68.1%[activator], TR SRC2 fluor cs 3.1%, L3MBTL1 inh 3.8%, TRb-SRC2 inh 13.5%, RECQ1 inh -3.4%, GAA spleen mod -6.5% and GAA glycogen mod -4.1%.

Screening results: PubChem BioAssay, National Center for Advancing Translational Sciences (NCATS)
